Screens deposited in PubChem by National Center for Advancing Translational Sciences (NCATS).
JMJD2A Tudor inh: JMJD2A Tudor domain (human) inhibition; O75164; AlphaScreen JMJD2A-Tudor / H3K4me3 peptide binding; Potency, µM (series often up to 114 µM), for the others: at the highest dose activity change, negative = inhibition, hits mostly inhibitors; 390,000 compounds, 4.4% hits; further: potency means the concentration at half of the fitted maximal effect; on the % scale 0 is the no-effect control and ±100 the full control effect; nearly all actives have a fitted effect of over 50% in size
Tb PGK inh: blocks T. brucei phosphoglycerate kinase | P07378 | PGK/GAPDH coupled, Kinase-Glo luminescence, 60 min | Potency, µM (doses to about 57.5 µM), inactives show at the top dose activity change, negative = inhibition, most hits filed as inhibitors | 380,000 compounds, 0.043% hits | AID 602233; further: potency means the concentration at half of the fitted maximal effect; on the % scale 0 is the no-effect control and ±100 the full control effect; nearly all actives have a fitted effect of over 60% in size
Target sequence (P07378 whole entry, looked up): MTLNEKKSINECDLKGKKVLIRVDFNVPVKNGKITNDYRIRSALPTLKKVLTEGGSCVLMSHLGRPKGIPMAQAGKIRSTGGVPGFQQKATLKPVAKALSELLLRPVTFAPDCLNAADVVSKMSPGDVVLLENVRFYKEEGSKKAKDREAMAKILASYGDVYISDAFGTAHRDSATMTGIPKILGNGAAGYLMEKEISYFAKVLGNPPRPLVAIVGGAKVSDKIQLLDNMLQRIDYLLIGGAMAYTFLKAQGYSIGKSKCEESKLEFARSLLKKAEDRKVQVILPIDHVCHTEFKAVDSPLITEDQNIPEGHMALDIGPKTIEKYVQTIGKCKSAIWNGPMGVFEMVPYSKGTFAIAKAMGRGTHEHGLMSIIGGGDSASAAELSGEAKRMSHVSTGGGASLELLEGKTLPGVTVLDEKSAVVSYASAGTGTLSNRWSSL
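Luminescent ATP detection (Kinase-Glo Plus) follows a 60-minute room-temperature incubation, with wells lacking PGK as controls. Buffer: 100 mM TEA (pH 7.6), 5 mM MgCl2, 0.01% Tween-20. Coupling enzyme GAPDH (100 nM final) supplies unstable 1,3-BPG in-well.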
BAZ2B inh: blocks human BAZ2B. Q9UIF8. AlphaScreen BAZ2B-H3K14Ac peptide displacement. Potency, µM (highest dose often 114 µM), for inactives: at the top dose activity change, negative = inhibition, most hits filed as inhibitors. 360,000 compounds, 4.4% hits. AID 504333; further: potency means the concentration at half of the fitted maximal effect; on the % scale 0 is the no-effect control and ±100 the full control effect; nearly all actives have a fitted effect of over 60% in size
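AlphaScreen displacement of biotin-H3(5-23)K14Ac peptide (50 nM final) from BAZ2B (50 nM final) in PBS pH 7.4, 0.01% Tween-20; complex preformed 30 min RT, then compounds (top 110 uM) 30 min RT, beads 20 min dark.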
G9a block: inhibitors of human histone lysine methyltransferase G9a; Q96KQ7; Potency, µM (top dose mostly 102 µM), without a hit: at the top dose activity, negative = inhibition, actives largely listed as inhibitors; G9a H3K9 monomethylation, AlphaScreen, 2 h; 350,000 compounds, 8.8% hits; further: potency means the concentration at half of the fitted maximal effect; on the % scale 0 is the no-effect control and ±100 the full control effect; nearly all actives have a fitted effect of over 75% in size
Target sequence (Q96KQ7 913-1193 limits assumed): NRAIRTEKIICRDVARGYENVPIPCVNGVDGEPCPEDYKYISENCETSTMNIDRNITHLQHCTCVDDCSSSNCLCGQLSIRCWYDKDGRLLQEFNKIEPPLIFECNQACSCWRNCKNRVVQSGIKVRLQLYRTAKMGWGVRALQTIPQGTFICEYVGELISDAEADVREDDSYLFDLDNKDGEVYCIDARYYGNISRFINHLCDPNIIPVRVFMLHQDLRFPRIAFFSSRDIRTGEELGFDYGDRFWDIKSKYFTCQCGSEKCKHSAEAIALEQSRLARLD
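Methyltransferase reactions run at room temperature for 2 h (20 nM enzyme, 500 nM biotin-H3K9 peptide, 20 uM SAM) after a 15 min compound preincubation; product detected by AlphaScreen beads and anti-H3K9me1 antibody.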
GLS inhibitor: glutaminase GLS (human) inhibition; O94925; GLS enzymatic activity, qHTS titration; AID 624170; Potency, µM (top dose mostly 45.5 µM), for inactives: at the highest dose activity change, negative = inhibition, usual class: inhibitors; 410,000 compounds, 0.21% hits; further: potency means the concentration at half of the fitted maximal effect; on the % scale 0 is the no-effect control and ±100 the full control effect
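hKGA in 45 mM KH2PO4 pH 8.2, 0.02% Tween-20 with pin-transferred compounds; 1 mM L-glutamine (stock) plus glutamate oxidase/HRP/Amplex Red coupling added. Fluorescence read initially and after 30 min at RT.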
Pol eta inh: DNA polymerase eta (human) inhibition. Q9Y253. recombinant Pol eta, fluorescent DNA replication assay. Potency, µM (titrated, usually from 114 µM), without a hit: top-dose activity change, negative = inhibition, hits mostly inhibitors. 390,000 compounds, 1.2% hits. AID 588591; further: potency means the concentration at half of the fitted maximal effect; on the % scale 0 is the no-effect control and ±100 the full control effect
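Pol eta (10 nM) was preincubated with compounds for 15 min at room temperature, after which fluorescent replication substrate (50 nM final) was added to start the reaction. Fluorescence was read kinetically at 0 and 10 min.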
PI4K2A inh: inhibitors of human PI4K2A; activity change, negative = inhibition, % at 76.9 µM; AID 1346378; purified PI4K2A, ADP-Glo luminescence, 1 h; active compounds read low; 420,000 compounds, 0.13% hits; in the data active means activity change below about -50%; inconclusive means mostly about -30% to -49%;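 further: -100% = wells without enzyme as full effect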
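Compounds are screened against recombinant PI4K2A using PI as substrate and ATP, the latter dispensed at 300 microM. Reactions run one hour at ambient temperature before ADP-Glo detection; full inhibition defined by wells lacking enzyme.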
Pin1 inh: human Pin1 inhibition | Pin1 FP peptide displacement, HiFluor488, 10 min | Potency, µM (series often up to 115 µM), without a hit: top-dose activity, negative = inhibition, actives largely listed as inhibitors | 390,000 compounds, 0.009% hits | AID 504891; active means well fitted inhibition curve with a large enough effect in the polarisation, with a control signal flat, not every such curve was filed as active; inconclusive means small, poorly fitted or top-dose-only effect, or effect the other way, or a change in a side signal; inactive means no such curve, though single readings can be large or run the other way; the % refers to the polarisation; further: potency means the concentration at half of the fitted maximal effect; on the % scale 0 is the no-effect control and ±100 the full control effect
HP1b binding inh: HP1-beta chromodomain-methylated histone interaction inhibition. AlphaScreen HP1-beta / biotin-H3K9me3 peptide binding. Potency, µM (highest dose often 114 µM), without a hit: at the top dose activity change, negative = inhibition, actives largely listed as inhibitors. 390,000 compounds, 0.56% hits. AID 540317; further: potency means the concentration at half of the fitted maximal effect; nearly all actives have a fitted effect of over 70% in size; inactives centre near 23
Target sequence (P83916 whole entry, looked up): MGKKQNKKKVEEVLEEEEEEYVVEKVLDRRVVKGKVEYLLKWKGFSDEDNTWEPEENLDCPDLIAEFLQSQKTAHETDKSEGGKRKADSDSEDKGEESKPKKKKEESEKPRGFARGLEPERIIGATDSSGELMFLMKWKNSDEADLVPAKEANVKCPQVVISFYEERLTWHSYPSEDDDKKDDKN
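AlphaScreen: HP1-beta (50 nM) preformed 30 min with biotin-H3(1-18)K9me3 peptide (50 nM) in PBS pH 7.4, 0.01% Tween-20. Compound added for 30 min at RT, then streptavidin donor/nickel chelate acceptor beads (10 ug/mL) for 30 min.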
Starred values were filed as active, the others as inactive; i = inactive; ? = inconclusive; . = not tested or not shown; [ ] = another dose, or the depositor's remark. Unless noted, the call rests on the fitted dose curve; in most records, active means well fitted curve in the direction sought with a large enough effect; inconclusive means small, poorly fitted or top-dose-only effect, or another doubt; inactive means no such curve, though single readings can be large; an effect the other way counts as inactive or inconclusive.

Below each compound – JMJD2A Tudor inh	Tb PGK inh	BAZ2B inh	G9a block	GLS inhibitor	Pol eta inh	PI4K2A inh	Pin1 inh	HP1b binding inh
O=C(Nc1cccc(S(=O)(=O)NC2=NCCCCC2)c1)c1cc(-c2ccccc2)nc2ccccc12
  3%	i	-3%	17%[59 µM]	1%	-4%	4	23%	20%
O=C(NCc1ccccn1)C1CCN(S(=O)(=O)c2ccc(Br)cc2)CC1
  3%	1%	2%	.	-2%	4%	2	-5%	45%[activator]
CC(C)[C@H](NS(=O)(=O)c1cccc(Cl)c1)C(=O)OCC(=O)NC(=O)CN1CCCC1=O
  -25%	-24%	?	27%[12.7 µM]	3%	22µM*	-3	-3%	-3%
Cc1cccc(NC(=O)CSc2cn(CC(=O)N3CCOCC3)c3ccccc23)c1
  -1%	-3%	0%	6%[59 µM]	0%	-25%	2	-4%	42%[activator]
CN1CCN(S(=O)(=O)c2cccc(C(=O)N3CCN(c4ccccc4)CC3)c2)CC1
  2%	-9%	.	.	24%	-18%	1	10%	22%
CCOC(=O)CCCNC(=O)CN1C(=O)NC(CCc2ccccc2)C1=O (stereo not given)
  -11%	-4%	9%	-4%[59 µM]	0%	-4%	-3	1%	21%
CNc1cnn(-c2ccccc2)c(=O)c1Cl
  -14%[11.4 µM]	i	3%	.	-15%	-5%	4	-11%	?
COc1ccc(C(=O)/C(C#N)=N/Nc2ccc([N+](=O)[O-])cc2)cc1
  7.9µM*	-15%	7.1µM*	2µM*	10%	11%	0	?	?
Cc1ccc(NC(=O)CN(C)C(=O)COc2cccc3cccnc23)cc1
  ?	i	50µM*	?	6%	-12%	-6	-4%	3%
C=CCOc1cccc(/C=C/c2nc3ccccc3c(=O)[nH]2)c1
  ?	-1%	?	-15%	-2%	-12%	4	-2%	6%
CCCCC(CC)CNC(=O)CCS(=O)(=O)c1cccc2nsnc12 (stereo not given)
  -21%	-5%	-2%	11%[12.7 µM]	11%	-11%	3	-8%	33%
CO/N=C(/COc1ccc(F)cc1)c1ccc(OC)cc1
  176%[activator]	-3%	121%[activator]	204%[activator]	0%	-11%	7	?	78%[activator][57 µM]
CCc1cc(=O)[nH]c(SCC(=O)NCc2ccc3c(c2)OCO3)n1
  -6%	-2%	5%	?	0%	-20%	-1	-3%	21%
CCOC(=O)N1CCN(S(=O)(=O)N2CCCC(C(=O)NCc3ccc(C)cc3)C2)CC1 (stereo not given)
  .	-10%	.	.	-2%	5%	-6	.	.
CC(C)(C)c1ccc(OCC(O)CSc2ncn[nH]2)cc1 (stereo not given)
  32µM*	.	-8%	8.9µM*	-1%	-6%	0	?	30%
COc1cccc(NC(=O)CN(C)C(=O)c2cc(-c3ccccc3)nc3ccc(C)cc23)c1
  1%	-7%	.	.	-6%	-20%	3	44%[activator]	47%[activator]
CC(C)Oc1cccc(C(=O)Nc2ncn[nH]2)c1
  -20%	-1%	50µM*	.	-5%	-11%	-5	-5%	54%[activator]
COc1ccc(CC(=O)Nc2cccc3ccccc23)cc1OC
  -23%	-6%	2%	-11%[59 µM]	0%	-4%	-1	0%	-17%
O=C(Nc1ccccc1C(=O)NC(Cc1ccccc1)C(=O)NC1CCCCCC1)c1ccccc1 (stereo not given)
  -10%[11.4 µM]	-3%	0%	1%[12.7 µM]	31%[activator]	-17%	2	10%	-6%
CCOC(=O)CSc1ccc(-c2nc3cc(C)c(C)cc3[nH]2)cn1
  -14%	i	-2%	17%[59 µM]	-25%	-16%	-2	-1%	16%
Cn1cc(Cl)c(/C(N)=N/OC(=O)c2ccccc2C(F)(F)F)n1
  -3%	-2%	-8%	34%	17%	8%	-1	-7%	22%
CCOC(=O)C1CCN(C(=O)CCS(=O)(=O)c2cc3c(cc2Cl)NC(=O)CO3)CC1
  -9%	i	2%	8%[59 µM]	-3%	-10%	-1	13%	-9%
CCOC(=O)Cn1c(C2CC(=O)N(c3ccc(C)cc3)C2)nc2ccccc21 (stereo not given)
  -22%	-1%	?	?	1%	-18%	-4	-5%	4%
O=C(NCC1COc2ccccc2O1)c1cc(S(=O)(=O)N2CCOCC2)c(Cl)cc1Cl (stereo not given)
  -18%	7%	16%	32µM*	4%	-2%	-6	0%	19%
CC(C)N(C(=O)Cn1cc(S(=O)(=O)Cc2ccc(Br)cc2)c2ccccc21)C(C)C
  0%	i	-3%	1%[59 µM]	3%	0%	0	-5%	35%
Cc1ccc(-n2c(=O)c3c(cnn3C)n(CC(=O)Nc3cc(C)ccc3C)c2=O)cc1
  -2%	-7%	-1%	1%[59 µM]	0%	-4%	0	0%	42%[activator]
COC(=O)CCCC1=CC2=C(c3ccccc3)C(=O)C(C)(OC(=O)C3CCCC3)C(=O)C2=CN1C1CC1 (stereo not given)
  -32%	0%	-26%	-3%[59 µM]	2%	-5%	4	-11%	2%
COc1cccc(C(=O)N(CN2CCCC2=O)c2cc(C)on2)c1
  -10%	-3%	4%	7%[0.501 µM]	-4%	-6%	-1	2%	22%
COc1ccc(CCNC(=O)c2n[nH]c3ccccc23)cc1
  -6%	10%	-2%	-1%	2%	-4%	1	-1%	16%
Cc1ccc(S(=O)(=O)Nc2ccccc2C(=O)Nc2sccc2C(=O)NN(C)C)cc1
  -14%	5%	-39%	-1%	5%	-18%	3	4%	39%[activator]

As entered above:
`O=C(Nc1cccc(S(=O)(=O)NC2=NCCCCC2)c1)c1cc(-c2ccccc2)nc2ccccc12` in GLS inhibitor is entered as 1%
`O=C(NCC1COc2ccccc2O1)c1cc(S(=O)(=O)N2CCOCC2)c(Cl)cc1Cl` (stereo not given) in G9a block is entered as 32µM*
`O=C(NCc1ccccn1)C1CCN(S(=O)(=O)c2ccc(Br)cc2)CC1` in Tb PGK inh is entered as 1%

Later entries.
Below each compound – JMJD2A Tudor inh	Tb PGK inh	BAZ2B inh	G9a block	GLS inhibitor	Pol eta inh	PI4K2A inh	Pin1 inh	HP1b binding inh
Cc1nn(S(=O)(=O)c2cccc([N+](=O)[O-])c2)c(C)c1Br
  -24%[57.1 µM]	-6%	?	?	-8%	-18%	5	5%	-13%
CC(C)(C)n1nc2c(c1NC(=O)c1ccccc1S(=O)(=O)C(F)F)CS(=O)(=O)C2
  -17%	-7%	-8%	6%	1%	-10%	-13	-1%	13%
O=C(NCCS(=O)(=O)NC1CCCCC1)c1ccc2c(c1)OCO2
  -10%	i	-2%	8%[0.501 µM]	-3%	-9%	-1	-4%	2%
COc1ccc(CCNc2cc(C)[nH]c(=O)c2)cc1OC
  1%	-3%	5%	8%	-4%	-20%	3	-5%	37%
O=C1CC(NNc2nc3ccccc3s2)C(=O)N1c1ccccc1 (stereo not given)
  -5%	i	-5%	.	3%	-11%	-5	-1%	27%
Cc1cccc(C)c1NC(=O)Cn1cc(C(=O)C2CC2)c2ccccc21
  -9%	-1%	-13%	0%[59 µM]	-3%	6%	-8	12%	17%
O=C(COc1nc2ccccc2nc1N1CCOCC1)Nc1cccc(S(=O)(=O)N2CCCCC2)c1
  -23%	-6%	-30%	11%[59 µM]	-2%	-24%	3	32%[activator]	28%
CC(OC(=O)Cc1n[nH]c(=O)c2ccccc12)C(=O)Nc1ccc(S(N)(=O)=O)cc1 (stereo not given)
  -2%	-7%	8%	-9%	-2%	-5%	-2	-3%	36%
Cc1ccc(-c2c[n+](CC(=O)N3c4ccccc4Sc4ccccc43)c3n2CCC3)cc1
  -25%	i	-7%	-20%	1%	-2%	0	0%	-1%
Nc1nc(SCC(=O)Nc2ccc(F)cc2)[nH]c(=O)c1NC(=O)c1ccc(F)c(F)c1
  -3%	-5%	-21%	79µM*	6%	-15%	-2	3%	18%
O=C(C1CC1)N1CCN(S(=O)(=O)c2ccc3c(c2)OCCO3)CC1
  -17%	1%	-8%	-2%	1%	-3%	2	-3%	4%
N=C1C(=O)OCC1c1ccccc1NC(=O)CN1CCCCC1 (stereo not given)
  -10%	-5%	-13%	-40%	9%	-1%	-3	-3%	16%
CCOC(=O)c1sc2ncn(/N=C/c3cccnc3)c(=O)c2c1C
  2%	-3%	20%	-37%[59 µM]	2%	-19%	-12	28%	34%
Cc1nn(CC(=O)Nc2ccc3c(c2)nc(CN2CCCC2)n3C)c(=O)c2ccccc12
  -27%	-11%	-3%	?	13%	?	4	?	4%

Part of the list above, comma-delimited:
smiles,JMJD2A Tudor inh,Tb PGK inh,BAZ2B inh,G9a block,GLS inhibitor,Pol eta inh,PI4K2A inh,Pin1 inh,HP1b binding inh
Cc1cccc(C)c1NC(=O)Cn1cc(C(=O)C2CC2)c2ccccc21,-9%,-1%,-13%,0%[59 µM],-3%,6%,-8,12%,17%
Cc1nn(S(=O)(=O)c2cccc([N+](=O)[O-])c2)c(C)c1Br,-24%[57.1 µM],-6%,?,?,-8%,-18%,5,5%,-13%
CCOC(=O)c1sc2ncn(/N=C/c3cccnc3)c(=O)c2c1C,2%,-3%,20%,-37%[59 µM],2%,-19%,-12,28%,34%
CC(C)(C)n1nc2c(c1NC(=O)c1ccccc1S(=O)(=O)C(F)F)CS(=O)(=O)C2,-17%,-7%,-8%,6%,1%,-10%,-13,-1%,13%
Cc1ccc(-c2c[n+](CC(=O)N3c4ccccc4Sc4ccccc43)c3n2CCC3)cc1,-25%,i,-7%,-20%,1%,-2%,0,0%,-1%

Some of the compounds tested. The share of hits here may be higher or lower than overall.
